HTR2A ag = mouse Htr2a agonists via beta-arrestin recruitment, primary screen, cell-based, luminescence | 5-hydroxytryptamine receptor 2A (Mus musculus), P35363 | CHO-K1 mHTR2A beta-arrestin complementation; percent of 30 µM serotonin response | activation, % at 7.6 µM | hit rate 0.66% among 360,000 | AID 624169, 2012;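 active means activation above a run cutoff, the mean activation of all tested compounds plus 3 SD, cut at about 14% in these data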;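 further: 0% = plate median of compound wells and 100% = 30 µM serotonin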
Target sequence (P35363 whole entry, looked up): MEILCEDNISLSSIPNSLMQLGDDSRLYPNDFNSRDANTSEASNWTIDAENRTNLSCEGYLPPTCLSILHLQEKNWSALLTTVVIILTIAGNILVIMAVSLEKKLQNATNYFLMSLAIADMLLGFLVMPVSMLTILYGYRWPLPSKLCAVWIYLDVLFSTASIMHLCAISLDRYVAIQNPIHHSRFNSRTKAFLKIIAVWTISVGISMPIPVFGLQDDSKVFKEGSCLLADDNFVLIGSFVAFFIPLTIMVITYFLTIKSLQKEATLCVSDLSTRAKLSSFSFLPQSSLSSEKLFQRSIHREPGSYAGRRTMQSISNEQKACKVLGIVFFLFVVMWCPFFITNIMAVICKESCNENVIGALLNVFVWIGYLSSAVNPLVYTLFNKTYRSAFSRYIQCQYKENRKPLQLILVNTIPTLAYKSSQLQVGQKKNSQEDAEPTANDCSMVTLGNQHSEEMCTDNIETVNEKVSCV
PDI inh = inhibitors of human PDI, primary screen, biochemical, turbidity, single point, plate reader; AID 588391, 2011; PDI insulin aggregation turbidity, A650, 90 min; inhibition, % at 10 µM; hit rate 0.052% among 350,000;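 active means mean inhibition across replicates of 30% or more, whatever share of single replicates reach that level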;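 further: absorbance from insulin aggregation driven by PDI reduction with DTT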
MC4R antag cAMP = MC4R antagonists of cAMP signaling, primary screen, cell-based, TR-FRET, antagonist arm of biased-ligand search | Melanocortin receptor 4 (Homo sapiens), P32245 | MC4R-expressing cells, MTII-stimulated cAMP, LANCE TR-FRET | inhibition, % at 6.5 µM | hit rate 0.48% among 360,000 | AID 540295, 2011;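 active means inhibition above its plate's cutoff, the mean of tested wells on that plate plus 3 SD, cut at about 29% in these data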;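 further: 0% = Melanotan II alone and 100% = Melanotan II plus saturating MCL0020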
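Assay system: U2OS cells stably expressing human melanocortin 4 receptor (MC4R) / Dosing: 6.5 µM / Timing: compound 30 min, challenge 1 h, detection 1 h / Measured by: Eu-cAMP/anti-cAMP TR-FRET, emission 671 nm / Replicates: singlicate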
ABCB6 inh 2 = ABCB6 transporter inhibitors, primary screen, K562-ABCB6 cells, flow cytometry, MLPCN library; fluorescence ratio to DMSO, % at 10 µM; AID 602162, 2011; K562-ABCB6 porphyrin accumulation, 1 h; stronger effect = lower value; ATP-binding cassette sub-family B member 6 (Homo sapiens), Q9NP58; hit rate 0.19% among 360,000;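 active means fluorescence ratio to DMSO below 75%, the collection mean minus 3 SD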;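 further: signal is porphyrin accumulated inside mitochondria; 100% equals median channel fluorescence of DMSO control wells; lower ratio means ABCB6 inhibition with less porphyrin fluorescence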
CaV13 FRET inh = Disruptors of the CACNA1D IQ motif to Ca2+-dependent inactivation inhibitor domain association, primary screening, Förster resonance energy transfer in intact living … | HEK cells, CFP/YFP FRET ICDI-IQ, plate reader, 10 min; percent FRET-ratio fall versus neutral wells | inhibition, % at 12.3 µM | hit rate 0.098% among 340,000 | AID 743397;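 active means mean replicate inhibition of at least 30% and at least 1% of replicates passing that level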;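 further: 0% = median of the neutral control wells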
Glyco luc inh = increase of ERlucT glycosylation luciferase signal, primary screen, N-linked glycosylation inhibitor project, D54 ERlucT cells, luminescence, set 2 | AID 588692, 2011 | hit rate 0.23% among 360,000 | reporter increase, % at 12.5 µM | D54 ERlucT glycosylation luciferase reporter, 24 h; percent of 100 nM tunicamycin response;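 active means mean luciferase reporter signal, scaled so untreated is 0 and the glycosylation-blocking control 100, at or above a set limit in every replicate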;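 further: luciferase carries N-glycosylation sites so blocking glycosylation raises the light; 0% = median of neutral control wells and 100% = median of 100 nM tunicamycin wells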
Cardio protect = cardioprotection against H2O2-induced cell death, primary screen, uHTS, H9c2 cells, ATPLite luminescence. hit rate 0.63% among 360,000. AID 588492, 2011. protection from H2O2 cell death, % at 20 µM. H9c2 cardiomyocytes, H2O2 injury protection, 2 h;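 active means compounds giving at least 50% protection of heart cells from peroxide-induced death in the single-dose screen, raw or plate-pattern-corrected value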;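 further: 0% = DMSO wells with peroxide and 100% = DMSO wells without peroxide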
MC4R ag barr = MC4R agonists recruiting beta-arrestin, primary screen, cell-based, luminescence, agonist arm of biased-ligand search | U2OS MC4R beta-arrestin complementation; percent of melanotan II response, DMSO zero | activation, % at 8.9 µM | hit rate 0.98% among 360,000 | AID 540308, 2011;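 active means activation above a per-plate cutoff, the mean activation of sample wells on that plate plus 3 SD, cut at about 8% in these data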
Exocytosis inh = LAMP-1 surface exposure blockers, TALL-104 cells – cell-based, flow cytometry, MLPCN library, primary screen; inhibition, % at 10 µM; hit rate 0.66% among 360,000; TALL-104 LAMP-1 surface exposure; cells stimulated with thapsigargin and PMA;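 active means inhibition above about 55%, limit read from the data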
ABHD5 PLIN5 PPI = ABHD5-PLIN5 interaction inhibitors, primary screen, cell lysate, split luciferase complementation, luminescence; inhibition, % at 4 µM; AID 602281, 2012; hit rate 0.78% among 360,000; Perilipin-5 (Homo sapiens) + 1-acylglycerol-3-phosphate O-acyltransferase ABHD5 (Homo …; Split G. princeps luciferase complementation, 4 h;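 active means inhibition above the mean inhibition across every tested compound plus 3 SD, cut at about 22% in these data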;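 further: 0% = DMSO only wells and the 100% control is not disclosed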
An asterisk follows results filed as active; nt = not tested or not shown.

SMILES	HTR2A ag	PDI inh	MC4R antag cAMP	ABCB6 inh 2	CaV13 FRET inh	Glyco luc inh	Cardio protect	MC4R ag barr	Exocytosis inh	ABHD5 PLIN5 PPI
Cc1cc(NC(=O)c2cnn3c(C(F)F)cc(-c4ccccc4)nc23)no1	-1	1	7	87	-4	12	20	0.4	1	2
N#Cc1ccc(C(=O)Nc2nnc(-c3ccco3)o2)cc1	0	0	-2	94	-6	2	12	-1.4	5	0
CSc1ccc(S(=O)(=O)Nc2ccc(NC(C)=O)cc2)cc1	-6	-7	0	106	-6	2	-13	-0.3	0	-4
O=C1C2=C(CCCC2)C(=O)N1CNc1ccccc1	0	13	6	102	-4	3	1	-0.9	6	-1
Cc1ccccc1CSCC(=O)Nc1ccccc1-c1ccccc1	-3	4	8	95	-16	-2	-5	4.0	4	2
CCOc1ccc(NS(=O)(=O)c2ccc(SC)cc2)cc1	5	-2	3	101	nt	0	-28	11*	-2	-3
Cc1ccc(C)c(OCCn2cc(/C=C(/C#N)C(=O)NCC3CCCO3)c3ccccc32)c1 (stereo unspecified)	-3	3	13	108	-26	-1	2	-1.5	2	7
COc1ccc(NC(=O)CN(C)C(=O)CCCc2c[nH]c3ccccc23)cc1	2	1	-3	98	-6	0	0	-4.1	12	2
Cc1ccc(C)c(C(O)c2ncc(-c3ccc(C(F)(F)F)cc3)[nH]2)c1 (stereo unspecified)	-3	2	1	104	-8	-1	-16	0.3	-8	-2
Cc1ccc(S(=O)(=O)N2C[C@H]3C(=O)C[C@@H](c4cccc(C)c4)N(S(=O)(=O)c4ccc(C)cc4)[C@H]3C[C@H]2c2ccccc2)cc1	-1	nt	nt	100	nt	-4	4	nt	0	-8
Cc1ccc(-c2c(C(=O)N/N=C/c3c[nH]c4ccccc34)nnn2-c2nonc2N)cc1	-8	0	-24	97	-2	-1	28	-0.4	39	6
O=C(NC(=S)Nc1ccc(F)c([N+](=O)[O-])c1)c1ccccc1F	-2	3	16	94	-4	-2	-6	-2.8	-2	-5
Oc1ccccc1/C=N/Nc1nccnc1Cl	-4	14	4	96	-1	-11	17	-0.6	1	0
CCOC(=O)NC(C)N1C(=O)C2C3C=CC(C3)C2C1=O (stereo unspecified)	-2	0	8	101	-5	1	-6	1.9	0	1
CC(=O)Nc1ccnc(-c2cccnc2)n1	-5	-5	0	96	-8	3	8	-2.6	-9	0
CN(C)CCNC(=O)c1cccc2nc3c(ccc4ccccc43)nc12	-3	8	-23	95	-14	56*	-20	-0.7	62*	18
CC(C)OCC(O)CN1CCNCC1 (stereo unspecified)	-3	0	0	90	-5	0	2	-0.1	5	0
O=C1C2CC=CCC2C(=O)N1Cc1nnc(-c2ccccc2Br)o1 (stereo unspecified)	4	-2	15	95	-3	2	3	-0.6	26	1
Nc1cc(=O)[nH]c(SCC(=O)c2ccc(F)cc2)n1	0	12	-5	97	-2	2	-1	-1.8	0	-2
O=C(NCc1ccc(F)cc1)c1cc(C2CCCCN2C(=O)OCCF)on1 (stereo unspecified)	-1	-1	-2	100	-10	3	3	1.1	-7	-5
COc1ccc(CNC(=O)O[C@H]2C[C@@H]3C(=O)N(c4ccccc4)C(=O)[C@@H]3[C@@H]3CN(S(=O)(=O)c4ccc(C)cc4)C[C@]23O)cc1OC	-2	1	1	99	-5	2	7	-1.6	0	0
CCc1cc(C(c2ccccc2OC)N2CCOCC2)c(NC(=O)c2ccccc2)s1 (stereo unspecified)	-3	10	24	97	-6	-2	-14	0.7	4	1
CC(C)COc1ccc(C(=O)Nc2ccc(SC(F)F)cc2)cc1	-5	0	15	94	-19	0	-7	-1.4	-1	1
N/C(Cc1ccc(Cl)cc1)=N\OC(=O)C1CCCCC1	0	2	20	105	-5	3	2	3.2	-5	-3

By substructure: the entries above with four or more nitrogen atoms.
SMILES	HTR2A ag	PDI inh	MC4R antag cAMP	ABCB6 inh 2	CaV13 FRET inh	Glyco luc inh	Cardio protect	MC4R ag barr	Exocytosis inh	ABHD5 PLIN5 PPI
Cc1cc(NC(=O)c2cnn3c(C(F)F)cc(-c4ccccc4)nc23)no1	-1	1	7	87	-4	12	20	0.4	1	2
N#Cc1ccc(C(=O)Nc2nnc(-c3ccco3)o2)cc1	0	0	-2	94	-6	2	12	-1.4	5	0
Cc1ccc(-c2c(C(=O)N/N=C/c3c[nH]c4ccccc34)nnn2-c2nonc2N)cc1	-8	0	-24	97	-2	-1	28	-0.4	39	6
Oc1ccccc1/C=N/Nc1nccnc1Cl	-4	14	4	96	-1	-11	17	-0.6	1	0
CC(=O)Nc1ccnc(-c2cccnc2)n1	-5	-5	0	96	-8	3	8	-2.6	-9	0
CN(C)CCNC(=O)c1cccc2nc3c(ccc4ccccc43)nc12	-3	8	-23	95	-14	56*	-20	-0.7	62*	18
